LGR2 inh – inhibitors of bursicon-induced LGR2 CRE-luciferase signal, primary screen, cell-based, HEK293, CRE-luciferase reporter, bursicon stimulation | Drosophila bursicon receptor LGR2 (rickets) | bursicon-stimulated, 4 h | inhibition, % at 9.99 µM | hit rate 0.35% among 380,000 | AID 720647, 2013;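 active = drop in luminescence signal, shown as inhibition above about 50% in the replicate tests, limit read from the data, passing the limit was not always enough; inconclusive = probably only some replicates passing the limit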;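 note: agonist challenge used bursicon conditioned medium at about half maximal strength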
ERAP1 inh – human ERAP1 aminopeptidase inhibitors, primary screen, biochemical, single point, plate reader | recombinant ERAP1, Leu-AMC fluorescence, 60 min | inhibition, % at 10.7 µM | hit rate 0.15% among 340,000 | AID 652197, 2013;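 active = mean replicate inhibition of at least 30%, or all replicates individually reaching that 30% level; inactive = mean below 30% and not every replicate reaching it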;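 note: 0% = neutral control wells and 100% = L-leucinethiol positive control wells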
XiGFP reactiv – activators of inactive X chromosome reactivation, primary screen, imaging, XiGFP fibroblasts, GFP high-content imaging, set 2; hit rate 0.055% among 360,000; XiGFP mouse fibroblasts, % GFP-positive cells imaging, 3 d; cells co-treated with 5-aza-dC sensitizer; scaled so ellipticine positive control = 100%; activation, % at 7.58 µM;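 active = mean normalized replicate activation at least 10% and every replicate at or above 10%; inconclusive = only one of the two criteria met; inactive = mean below 10% and not all replicates reach 10%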;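 note: 0% = median of on-plate neutral control wells and 100% = ellipticine 6 µM median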
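System: XiGFP fibroblasts, SV40-immortalized. Medium: DMEM plus 5-aza-dC sensitizer. Doses: single point. Timing: 3 d treatment, 15 min room-temperature fixation. Control set: ellipticine 6 µM.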
C2C12 statin – suppressors of statin myotoxicity in C2C12 myotubes, primary screen, cell-based, single point, plate reader; hit rate 0.78% among 330,000; C2C12 myotubes + simvastatin, ATP luminescence, 48 h; scaled: DMSO 0, geranylgeraniol control 100; rescue of ATP level, % at 7.49 µM; AID 602340, 2012;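 active = mean ATP rescue above about 67%, or every replicate alone reaching that limit, limit read from the data, passing the limit was not always enough; inconclusive = no clear call, values can overlap the other calls; inactive = mean under the limit and some replicate under it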;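 note: myotubes were challenged with 10 µM simvastatin during compound exposure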
SIRT5 inh – SIRT5 desuccinylase inhibitors, primary screen, biochemical, fluorescence imaging, single point, set 5. AID 652115, 2013. hit rate 1.1% among 330,000. NAD-dependent protein deacylase sirtuin-5, mitochondrial (Homo sapiens), Q9NXA8. inhibition, % at 15 µM. Purified SirT5, succinyl-peptide AMC, trypsin-coupled fluorescence; in the data active = inhibition above about 15%; inconclusive = no clear call, values can overlap the other calls
Target sequence (Q9NXA8 whole entry, looked up): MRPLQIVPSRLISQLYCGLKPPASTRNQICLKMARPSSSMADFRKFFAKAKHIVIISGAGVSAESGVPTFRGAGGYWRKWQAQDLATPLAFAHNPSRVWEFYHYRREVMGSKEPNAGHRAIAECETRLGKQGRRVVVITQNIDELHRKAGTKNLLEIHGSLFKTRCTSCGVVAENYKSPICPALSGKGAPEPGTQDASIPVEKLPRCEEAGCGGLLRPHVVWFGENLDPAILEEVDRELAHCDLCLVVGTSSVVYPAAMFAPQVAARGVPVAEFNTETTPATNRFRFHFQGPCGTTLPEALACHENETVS
PGC1a acetyl inh – inhibitors of PGC1a acetylation signal, primary screen, cell-based, U2OS, AlphaScreen, inhibitor mode | AlphaScreen anti-acetyl-lysine; with virally co-expressed GCN5 acetyltransferase | inhibition, % at 15.6 µM | hit rate 0.17% among 350,000;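 active = every replicate shows inhibition of at least 40%; inconclusive = mean inhibition at least 40% but some replicate below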;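 note: 0% = neutral control wells and 100% = positive control wells; some results beyond the cut were filed as inactive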
S100A4 inh HTS – inhibitors of S100A4-myosin IIA peptide binding, primary screen, biochemical, fluorescence polarization, TAMRA-MyoIIA peptide | Protein S100-A4 (Homo sapiens), P26447 | AID 652163, 2013 | inhibition, % at 10.7 µM | hit rate 0.14% among 360,000;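 active = mean inhibition of at least 70% across replicates, with every replicate also reaching that level; inconclusive = mean inhibition reaches 70% but some replicates fall short; inactive = mean inhibition below 70%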
Target sequence (P26447 whole entry, looked up): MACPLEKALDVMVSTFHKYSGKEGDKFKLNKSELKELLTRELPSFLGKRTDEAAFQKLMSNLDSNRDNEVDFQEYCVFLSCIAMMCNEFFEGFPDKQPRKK
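Material: S100A4 monomer (human). Medium: Calcium-containing HEPES buffer, pH 7.2. Probe or stimulus: labelled myosin peptide probe, 5 nM. Compound dosing: one concentration per compound. Timing: polarization read 5 min after assay mix addition, stable 5–60 min. Benchmarks: DMSO as neutral control, TFP as positive control.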
Cneo AK release – Cryptococcus neoformans cell lysis inducers, primary screen, AK release luminescence, single concentration; C. neoformans lysis, adenylate kinase release luminescence, 4 h; normalised: neutral wells 0, clomiphene wells 100; lysis activity, % at 15 µM; hit rate 0.2% among 360,000; AID 651654, 2012;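 active = mean lysis activity across replicates of at least 80%, whatever share of replicates individually reach that level; inactive = mean lysis activity below 80%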
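Material: C. neoformans cells; Schedule: 4 h static compound exposure, 37 °C, read 1 h post-reagent; Measured by: adenylate kinase release luminescence; Read-out: signal increase indicating cell lysis; Controls: Clomiphene as positive lysis control.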
An asterisk follows results filed as active; ? = inconclusive; · = no result given; & = joins results of further samples. An excerpt. The share of hits here may be higher or lower than overall.

Sample of the layout:
SMILES	LGR2 inh	ERAP1 inh	XiGFP reactiv	C2C12 statin	SIRT5 inh	PGC1a acetyl inh	S100A4 inh HTS	Cneo AK release
COCC(=O)N1CCCCN2[C@H](C1)[C@@H](c1ccc(C#Cc3ccccc3)cc1)[C@@H]2CO	8	-1	0.1	3	-2	-5	-18	-8
O=c1c2nnn(Cc3ccc(Cl)cc3)c2ncn1Cc1ccc(F)cc1	-6	-1	·	-31	0	5	-6	-1

The listing, from the start:
SMILES	LGR2 inh	ERAP1 inh	XiGFP reactiv	C2C12 statin	SIRT5 inh	PGC1a acetyl inh	S100A4 inh HTS	Cneo AK release
COCC(=O)N1CCCCN2[C@H](C1)[C@@H](c1ccc(C#Cc3ccccc3)cc1)[C@@H]2CO	8	-1	0.1	3	-2	-5	-18	-8
O=c1c2nnn(Cc3ccc(Cl)cc3)c2ncn1Cc1ccc(F)cc1	-6	-1	·	-31	0	5	-6	-1
Nc1nonc1OCCOCCOCCOc1nonc1N	-9	-3	0.0	·	-4	·	-11	·
COc1cccc(/C=C2\CCC(C3CCCC3)C2=O)c1OC (centres undefined)	-48	1	0.0	-6	-4	·	-3	-3
C[C@H](CO)N1C[C@H](C)[C@@H](CN(C)CC2CCCCC2)Oc2ccc(NS(=O)(=O)c3cn(C)cn3)cc2CC1=O	-2	0	0.1	31	3	-10	-3	-8
COc1cccc(S(=O)(=O)N2CCC3(CC2)CN(C(=O)Nc2ccc(F)cc2)[C@@H](CO)c2[nH]c4cc(OC)ccc4c23)c1	24	5	0.3	·	3	·	2	·
COc1ccc(CCNC(=O)CSc2nnc3ccc(-c4ccccn4)nn23)cc1OC	5	-1	0.1	1	7	5	10	·
Cc1ccsc1-c1cc2nc(Nc3ccc(F)cc3)n(C)c(=O)c2s1	-14	8	0.0	5	-2	·	-5	-1
CCOc1cc(/C=C/C(=O)OCC(=O)NCc2ccco2)cc(Cl)c1OC	10	3	-0.1	·	5	·	8	·
COc1cc(C=C(OC(C)=O)c2ccc3c(c2)OCO3)cc(OC)c1OC	1	0	0.0	·	·	·	-4	·
CN(C)S(=O)(=O)c1cccc(NC(=O)COC(=O)/C=C/c2ccc(Br)o2)c1	7	-1	-0.1	2	-1	-1	20	-1
CC1=C(C(=O)N2CCOCC2)CC(CC(=O)NC2CCCCC2)C(=O)N1Cc1ccc(C(C)(C)C)cc1 (centres undefined)	4	1	0.2	-19	-2	5	1	0
CC(C)CN(C(=O)COc1ccc(Br)cc1C=O)C1CCS(=O)(=O)C1 (centres undefined)	5	2	0.2	·	3	·	1	·
COc1cc(/C=C/c2ccc(O)cc2)cc(OC)c1	-76	-1	·	12	0	-21	-3	-4
CCOc1ccc(N(C(=O)CNC(=O)c2ccco2)C(C(=O)NCC2CCCO2)c2ccccc2)cc1 (centres undefined)	-5	0	0.4	28	5	·	-3	4
CC(C)NC(=O)N(C)C[C@H]1Oc2c(NS(=O)(=O)c3cn(C)cn3)cccc2C(=O)N([C@@H](C)CO)C[C@@H]1C	-37	0	0.2	·	-3	?	-2	3
O=c1cnn([C@@H]2O[C@H](CO)[C@@H](O)[C@H]2O)c(=O)[nH]1	·	·	·	-1	·	0	-3	-2
CCCCCNC(=O)C(c1cc2ccccc2o1)n1c(=O)c(-c2ccccc2)nc2ccccc21 (centres undefined)	-16	-1	0.2	·	19*	·	0	·
COc1ccccc1CNC(=O)C[C@H]1C[C@H]2c3cc(NC(=O)C4CCC4)ccc3O[C@H]2[C@H](CO)O1	-7	0	0.1	-6	6	5	6	3
Cc1ccc(C)c(N2CCN(C(=O)CCc3nc(-c4cccc(C(F)(F)F)c4)no3)CC2)c1	-39	0	0.2	-4	2	-7	2	2
C[C@@H]1CN([C@@H](C)CO)C(=O)Cc2cc(NS(=O)(=O)c3ccc(F)cc3)ccc2O[C@H]1CN(C)S(=O)(=O)c1ccccc1	-7	0	-0.5	19	-2	-7	36	-2
Cn1c(-c2ccccc2)cnc1NCc1ccccc1	8	-3	0.0	-4	0	12	-6	-1
CN1c2ccc(C#Cc3cccnc3)cc2[C@H]2[C@H](CCN2C(=O)C2CCCC2)[C@@H]1CO	2	-1	0.1	·	-1	·	5	·
COc1ccc(N2CCN(S(=O)(=O)c3c(C)noc3/C=C/N(C)C)CC2)cc1	-19	3	0.1	2	0	·	-2	-1
CC(C)N1CCC(N2CCN(Cc3ccc(Oc4ncccn4)cc3)CC2CCO)CC1 (centres undefined)	0	-1	0.4	·	0	0	4	-1

Looked up one by one from the entries so far (3):
SMILES	LGR2 inh	ERAP1 inh	XiGFP reactiv	C2C12 statin	SIRT5 inh	PGC1a acetyl inh	S100A4 inh HTS	Cneo AK release
CCCCCNC(=O)C(c1cc2ccccc2o1)n1c(=O)c(-c2ccccc2)nc2ccccc21 (centres undefined)	-16	-1	0.2	·	19*	·	0	·
CN(C)S(=O)(=O)c1cccc(NC(=O)COC(=O)/C=C/c2ccc(Br)o2)c1	7	-1	-0.1	2	-1	-1	20	-1
Cn1c(-c2ccccc2)cnc1NCc1ccccc1	8	-3	0.0	-4	0	12	-6	-1

Continued:
SMILES	LGR2 inh	ERAP1 inh	XiGFP reactiv	C2C12 statin	SIRT5 inh	PGC1a acetyl inh	S100A4 inh HTS	Cneo AK release
O=C1CC(c2c(F)cccc2Cl)C(n2cncn2)C(O)=C1C1NCCc2ccccc21 (centres undefined)	13	-5	0.0	4	3	·	8	-1
C[C@@H]1CN([C@H](C)CO)C(=O)c2ccccc2-c2ccccc2CO[C@H]1CN(C)C(=O)Nc1ccnc(N2CCOCC2)c1	-6	-1	0.2	·	1	4	0	-1
O=C(NCCN1CCCC(O)C1)c1cc(COc2cccc(C(F)(F)F)c2)on1 (centres undefined)	0	1	0.0	-8	·	-14	-11	9
CC=Cc1ccc2n(c1=O)C[C@H]1[C@H](CO)[C@@H](C(=O)N3CCc4ccccc4C3)N(C)[C@@H]21 (mixture of isomers)	8	-1	0.9	·	1	·	-6	·
COC(=O)Cc1ccc(OC(=O)CCS(=O)(=O)c2ccc(C)cc2)cc1	-12	2	0.0	9	-15	-5	7	-1
CCOc1ccc(NS(=O)(=O)c2ccc(NS(=O)(=O)c3cccs3)cc2)cc1	-15	-4	0.6	3	-3	-4	-3	2
CCCNC(=O)Nc1ccc2c(c1)C(=O)N(C)C[C@H](OC)[C@H](C)CN(Cc1ccccc1)[C@H](C)CO2	-1	·	0.6	2	·	8	·	·
CCc1ccc(OC(=O)Cc2ccc(OC)c(S(=O)(=O)N3CCOCC3)c2)cc1	-11	14	1.1	20	1	3	2	-2
c1ccc(CNc2nc(-c3ccccn3)nc3ccccc23)cc1	28	1	0.3	-7	-2	·	-8	11
COc1ccc(F)c(CN2CCC(CO)(Cc3cccc(C(F)(F)F)c3)CC2)c1	-13	·	-0.2	-21	-5	4	2	-1
O=C(N/N=C/C=C\c1ccccc1)c1cnccn1	10	1	-0.3	·	2	0	1	·
Cc1noc(C)c1NC(=O)NCC[C@@H]1CC[C@H](NC(=O)Nc2cccc(Cl)c2)[C@H](CO)O1	-7	-6	0.0	2	-2	2	20	-7
CCOC(=O)C(C)Oc1ccsc1C(=O)OC (centres undefined)	8	3	·	·	-2	·	-12	·
CC(=O)Nc1ccc2c(c1)ncn2-c1ccc(C)cc1	-6	0	0.1	·	3	·	-1	·
CC(/C=N/NC(=O)c1ccccc1F)c1ccccc1 (centres undefined)	11	-2	0.0	·	-2	-13	-1	-2
COc1ccc(NC(=O)Nc2ccc3c(c2)C(=O)N([C@H](C)CO)C[C@H](C)[C@H](CN(C)S(=O)(=O)c2cccs2)OCCCC[C@@H](C)O3)cc1	17	-6	0.0	·	-4	-11	15	-1
COc1ccccc1-n1cnnc1SCC(=O)N1CC(=O)Nc2ccccc21	22	·	·	0	·	-7	·	4
Cc1c(Cl)ccc2c(C(N)=O)cc(-c3ccccn3)nc12	28	-2	0.2	·	·	-5	-1	·
CC(OC(=O)c1ccccc1OCc1ccc(Cl)cc1)C(N)=O (centres undefined)	19	-1	0.0	·	-3	·	-1	·
Cc1cc(=O)[nH]c(SCC(=O)Nc2ccc(F)c([N+](=O)[O-])c2)n1	-11	5	0.2	-5	4	-11	-2	0
O=C(NCc1ccccc1)C1c2ccccc2OCC(=O)N1CCc1ccccc1 (centres undefined)	4	-1	-0.1	·	-5	·	0	·
O=C(NC1CCCC1)c1ccc2c(c1)S(=O)(=O)c1ccccc1C2=O	-13	1	0.0	-5	-3	·	4	0
CCC(=O)Nc1ccc2c(c1)C(=O)N(C)C[C@@H](OC)[C@H](C)CN(C(=O)Cc1ccccn1)[C@@H](C)CO2	3	-1	0.4	-5	0	14	0	-5
C/C(=N\Nc1cccc([N+](=O)[O-])c1)c1ccccc1O	-53	-1	0.0	·	9	·	-2	-1
Cc1cccn2c(=O)c3cc(C#N)c(=NC(=O)c4cccs4)n(CCCOC(C)C)c3nc12	-2	·	0.1	·	-7	8	14	·
O=C(C1=C[C@@H](c2ccc3c(c2)OCO3)C[C@@H](OCCCCO)O1)N1CCN(Cc2ccc3c(c2)OCO3)CC1	0	-3&2	-0.1	-16	10	-13	-1&27	-8&0
COC(=O)C1=C(C)N(Cc2ccccc2)C(=O)N[C@H]1c1cccc(C(F)(F)F)c1	-6	·	0.1	10	·	·	·	2
Nc1nnc(SCC(=O)Nc2ccccc2N2CCOCC2)s1	·	3	·	7	-2	7	-4	1
C[C@@H]1CN([C@@H](C)CO)C(=O)c2cccc(NS(=O)(=O)c3cn(C)cn3)c2O[C@H]1CN(C)Cc1ccc(C(=O)Nc2ccccc2N)cc1	2	2	-0.1	·	1	-8	31	·
CCOC(=O)C1CCN(C(=O)c2cc3c(C)cc(C)cc3[nH]2)CC1	0	0	0.0	8	-4	0	3	0

Screens deposited in PubChem BioAssay by Broad Institute.
